Assay outcomes deposited in PubChem by National Center for Advancing Translational Sciences (NCATS).
DT40 TDP1 no CPT = qHTS for Inhibitors of human tyrosyl-DNA phosphodiesterase 1 (TDP1): qHTS in cells in absence of CPT. Potency, µM (doses to about 46.2 µM), inactives show at the highest dose activity change, negative = growth inhibition, most hits filed as inhibitors. 15% of 420,000 active. DT40 Tdp1-/- hTDP1 cells, no CPT, ATP luminescence, 48 h; active = well fitted inhibition curve with a large enough effect; inconclusive = small, poorly fitted or top-dose-only effect; note: nearly all actives have a fitted effect of over 55% in size
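Stably hTDP1-transfected Tdp1-null chicken DT40 cells were treated with library compounds minus camptothecin and grown for at least 48 hr at 37 °C, after which cellular ATP was quantified by luminescence.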
* hit, by the source's call; ? = inconclusive. % is set by controls: 0 for no effect and ±100 for the full control effect; potency is the fitted concentration of half-maximal effect. Some of the compounds tested; the hit share may differ from the screen's.

Molecule,DT40 TDP1 no CPT
CC1(Cc2ccccc2Cl)C(=O)Nc2cc(-c3ccccc3Cl)ccc21 (configuration not stated),?
COc1cccc(-c2cnc3c(NC=O)cc(-c4ccccc4)cn23)c1,5.2µM*
O=C(C(=O)N1CCN(c2ccccc2)CC1)c1cccc(Br)c1,?
CN1CCN(C2CN(Cc3cn(Cc4ccc(Cl)cc4)nn3)S(=O)(=O)C2)CC1 (configuration not stated),-20%
Fc1ccc([C@@H]2Nc3ccccc3[C@@H]3C=CC[C@@H]32)cc1,?
CCC1CN(CCNC(=O)c2cscn2)Cc2cc(OC)ccc2O1 (configuration not stated),-5%
O=C(C[C@H]1C=C[C@H](NC(=O)Nc2ccccc2F)[C@@H](CO)O1)NCc1ccc(-c2ccccc2)cc1,-23%
CCCC(=O)Nc1nnc(SCC(=O)Nc2ccc(OCC)cc2)s1,-12%
COc1ccc(CCNC(=O)c2cc3ccc(Cl)cc3nc2N)cc1,5.8µM*
Cc1ncc2c(c1CNC(=O)c1ccc3c(c1)OCO3)CCN(C(=O)c1cc3ccccc3o1)C2,?
C=C1NN(CC#N)C(=O)N1c1ccc(OCc2ccccc2)cc1,?
CNC(=O)C1(C)Cc2c(-c3ccc(NC(C)=O)cc3)ccnc2O1 (configuration not stated),5%
C(=NOCCc1ccccc1)c1ccccn1,-25%
Cc1cccc(C)c1-n1nnnc1C1(C)CCC(=O)N1C1CC1 (configuration not stated),-16%
CC(C)CCN1C(=O)c2cccc3c(N)ccc(c23)C1=O,?
CCc1nc2ccc(C(=O)NCCC(C)C)cn2c1N(C)Cc1ccc(OC)cc1,16µM*
Cc1ccc(-c2nnc(OCc3nc4ccccc4n3C)c3ccccc23)cc1,-20%
CCOc1ccc2nc(NC(=O)c3ccc(C)o3)sc2c1,18µM*
OC(c1ccc(Cl)c(F)c1)c1ncc(-c2ccccc2F)[nH]1 (configuration not stated),?
COc1cc(=O)n2c(c1C(=O)NCc1ccco1)CCN(Cc1ccc3nsnc3c1)CC2,-10%
COc1ccc(Nc2nc(C(C)(C)C)nc3c2nnn3Cc2ccccc2Cl)cc1OC,15µM*
CSc1ccc(/C=C2\C=Cc3ccccc32)cc1,?
CCOCCCN1C(=O)C(O)=C(C(C)=O)C1c1cccs1 (configuration not stated),2%
Cc1ccc(S(=O)(=O)N(C)C)cc1NC(=O)COC(=O)c1cccs1,2%
COc1ccc(CN2C(=O)C(CC(=O)NCCc3ccccn3)CC(C(=O)N3CCCCCC3)=C2C)cc1 (configuration not stated),9%
Cc1c(CCCl)c(Cl)n2c(nc3ccccc32)c1C#N,0.65µM*
COC(=O)C[C@@H]1C=C[C@@H](NC(=O)C2CCC2)[C@@H](CO)O1,2%
O=C(Nc1cccc(S(=O)(=O)C(F)(F)F)c1)[C@@H]1O[C@H](CO)[C@@H](O)[C@H]1O,3%
COc1cccc(CNc2nc3ccc(NC(C)=O)cc3s2)c1,-12%
CCCCNC(=O)C1(C)CCCCN1C(=O)c1ccc(OC)c(C(F)(F)F)c1 (configuration not stated),?
COC(=O)C[C@H]1CC[C@H](NC(=O)Nc2ccccc2OC)[C@@H](CO)O1,-8%
COCC(=O)Oc1cc(-c2ccc(C)cc2C)c(OC(=O)COC)c(-c2ccc(C)cc2C)c1,9.2µM*
CCOc1cc(/C=N/NC(=O)c2nnn(-c3nonc3N)c2C)ccc1OCc1ccc(C)cc1,?
CCn1c(C)nc2cc(NS(=O)(=O)c3ccccc3)cc(C(=O)N3C[C@@H](C)O[C@@H](C)C3)c21,-15%
CO[C@H]1[C@H](NC(=O)c2ccsc2)c2ccccc2C12CCN(Cc1cc(Cl)ccc1O)CC2,-7%
COc1ccc(NC(=O)c2cc(-c3sc(NC(=O)c4ccccc4)nc3C)n(CCO)n2)cc1,?
O=C(NCc1cccc(Cl)c1)c1ccc(-n2ccnc2)c2ccoc12,?
Cc1c(N)ccc(-n2nc3ccccc3n2)c1C,-24%
COc1cc(OC)cc(-c2c(Sc3ccccc3)c3cc(-c4ccc(OC)c(OC)c4)ccc3n2C)c1,-20%
CCOC(=O)C[C@@H]1OC[C@H](Cc2ccccc2)N1S(=O)(=O)c1ccc(C)cc1,?
O=C(c1cn(C2CCCN(Cc3cccc(Oc4ccccc4)c3)C2)nn1)N1CCCC1 (configuration not stated),?
COc1ccc(N=C2SCC(=O)N2C)cc1,4%
COCC1CCCN(Cc2ccc3c(c2)CN(C(=O)c2ccc(-n4cccn4)cc2)CCO3)C1 (configuration not stated),0%
N#Cc1ccc(C(C(=O)NC2CCCCC2)n2c(=O)c(-c3ccco3)nc3ccccc32)cc1 (configuration not stated),16µM*
O=C(c1cn(-c2ccccc2)nc1-c1ccncc1)n1nnc2ccccc21,-29%

A second format for 4 compounds above:
Cc1c(CCCl)c(Cl)n2c(nc3ccccc32)c1C#N
  DT40 TDP1 no CPT: 0.65µM*
COC(=O)C[C@@H]1C=C[C@@H](NC(=O)C2CCC2)[C@@H](CO)O1
  DT40 TDP1 no CPT: 2%
O=C(Nc1cccc(S(=O)(=O)C(F)(F)F)c1)[C@@H]1O[C@H](CO)[C@@H](O)[C@H]1O
  DT40 TDP1 no CPT: 3%
COc1cccc(CNc2nc3ccc(NC(C)=O)cc3s2)c1
  DT40 TDP1 no CPT: -12%

The list continues.
Molecule,DT40 TDP1 no CPT
Cn1cc(-c2coc3c(C(=O)NCc4ccco4)cccc23)cn1,?
CC1(C(=O)NS(=O)(=O)c2cccc(C#N)c2)CCN1C(=O)C1CCCCC1 (configuration not stated),4%
C1NNCC12CNNC2,-7%
COC(=O)c1c(NC(=O)C2COc3ccccc3O2)sc2c1CCN(C(=O)OC)C2 (configuration not stated),21µM*
COc1ccc(-c2c(C(=O)c3ccccc3)[nH]c(N)c2C(=O)c2ccccc2)cc1OC,?
COc1cccc(C=NNC(=O)CCCC(=O)NN=Cc2cccc(OC)c2)c1,-27%
Nc1ccc2c(c1)C(=O)c1cc([N+](=O)[O-])ccc1-2,-18%
O=C(Nc1cccc2ccccc12)c1[nH]c(-c2ccccc2)c2c1C(=O)N(C1CC1)C2=O,?
Cc1ccccc1NC(=O)c1ccccc1OCC(=O)Nc1ccc(Br)cc1,14µM*
O=C(Nc1cc(C(F)(F)F)ccc1N1CCCC1)C1CC(=O)N(Cc2ccccc2)C1 (configuration not stated),-17%
CCCCn1nnnc1C(c1ccccc1)N1CCN(C(C)=O)CC1 (configuration not stated),4%
CCc1c(-c2ccccc2OC)ncn1Cc1cccc(-c2ccccc2)c1,0.52µM*
CC(=O)Nc1cccc(-c2ccnc3c2CC(C(=O)NC(C)C)O3)c1 (configuration not stated),?
COc1cc(OC)cc(C(=O)Nc2cccc(NC(=O)c3cccs3)c2)c1,?
C[C@@H]1CCCCO[C@H](CN(C)C(=O)Nc2ccc(F)cc2)[C@@H](C)CN([C@H](C)CO)C(=O)c2cc(NC(=O)c3ccccc3)ccc2O1,?
OC(c1ccc2c(c1)CN(Cc1cccc3nccnc13)CCO2)C1CCCCC1 (configuration not stated),-19%
OC(c1ccc(-c2ccccc2)cc1)c1ncc(-c2ccc(C(F)(F)F)cc2)[nH]1 (configuration not stated),?
CCCCCCN1C[C@@H](O)[C@H](n2cc(C3CC3)nn2)C[C@@H]1c1ccc(C)cc1,?
Cc1ccc(C2C(C(=O)c3cc4ccccc4o3)=C(O)C(=O)N2CCN(C)C)o1 (configuration not stated),16%
COc1cc(OC)cc(C(=O)N[C@H](C(=O)OCC(=O)N2CCN(S(=O)(=O)c3ccc(C)cc3)CC2)C(C)C)c1,-4%
Cc1c(C=Nc2ccc(S(=O)(=O)CCO)cc2)c(O)[nH]c(=O)c1C#N,-14%
Nc1nc2cc3c(cc2cc1C(=O)NCc1ccc(F)cc1)OCO3,4.1µM*
Cc1cc(C(=O)COC(=O)c2cc(Cl)c(O)c(Cl)c2)c(C)n1C,-4%
Cc1ccc(S(=O)(=O)N2C3CCCCC3O[C@H]2CC(=O)c2ccccc2)cc1 (some centres not stated),?
Cc1nc(N)nc(N)c1CCCc1ccc(Cl)c(Cl)c1,2.6µM*
COc1ccc(CSc2ccc(S(=O)(=O)N3CCCC3)cn2)cc1F,16µM*
CC1(C(=O)NS(=O)(=O)Cc2cccc(Cl)c2)CCN1C(=O)Cc1ccccc1 (configuration not stated),-23%
OC(c1cccc(Cl)c1)c1nc(-c2ccoc2)cs1 (configuration not stated),?
O=C(COc1ccccc1C(=O)Nc1ccccc1)Nc1ccccc1Br,?
CC(C)(C)c1ccc(C(=O)N2CCC2(C)C(=O)NS(=O)(=O)c2ccc(C#N)cc2)cc1 (configuration not stated),3%
CN(C(=O)c1cccc(NC(=O)Cc2ccc(NC(=O)C3CCCN(C(=O)C4CCC4)C3)cc2)c1)C1CCCC1 (configuration not stated),?
O=[N+]([O-])c1ccc2c(c1)Cc1cc(F)ccc1-2,?
COc1ccc(OC(C)C(=O)NC2CCCCCC2)cc1 (configuration not stated),2%
CC(C)(C)C(C(=O)NCc1ccccc1)N1CCN(C(=O)C2CCCO2)CC1 (configuration not stated),4%
Oc1ccc(C=NNC(=S)Nc2ccccc2)nc1,5.2µM*
CCCCCCCCCc1conc1C(=O)/C=C/c1ccco1,-13%
Cc1ccc(C)c(C(O)c2ncc(-c3cccc(F)c3)[nH]2)c1 (configuration not stated),-29%
CCC(=O)N(C)C[C@@H]1Oc2cc(Br)ccc2S(=O)(=O)N([C@@H](C)CO)C[C@@H]1C,-4%
O=C(NCCc1ccccc1)c1ccc(-c2cccnc2)c2ccoc12,15µM*
CCN1C(=N)N(c2ccccc2)C(=O)C(CC)(CC)C1=O,-4%
O=C(NCCCN1CCOCC1)/C(=C/c1ccc(-c2cccc([N+](=O)[O-])c2)o1)NC(=O)c1ccccc1,?
Cc1cnc(-n2ncc(C(=O)NCc3ccncc3)c2C2CC2)nc1-c1cccs1,?
Cc1ccc(OCc2nc3ccccc3n2C(C(=O)NC(C)(C)C)c2ccncc2)cc1 (configuration not stated),2%
CCOC(=O)CCCCCNC(=O)c1ccc(F)cc1F,0%
Cc1c(-n2c(CN3C(=O)c4ccccc4C3=O)nc3ccccc3c2=O)c(=O)n(-c2ccccc2)n1C,-7%
COc1ccc(S(=O)(=O)N2CCOCC2)cc1NC(=O)Cc1ccc(F)cc1,-5%
CSc1ccc(NC(=O)C2(C)CCN2C(=O)C2(c3ccccc3)CC2)cc1 (configuration not stated),?
O=C(/C=C/c1cccs1)N1CCC2(CC1)Oc1ccc(Cl)cc1C(=O)C21CC(c2ccc(Cl)cc2)=NO1 (configuration not stated),-6%
CC1(C(=O)NCc2ccco2)CCN1C(=O)C1(c2ccccc2)CC1 (configuration not stated),5.2µM*
CCCCCc1cc[n+](CC(=O)c2ccccc2)cc1,?
C[C@@H]1CN([C@H](C)CO)C(=O)c2cc(Br)cnc2O[C@@H]1CN(C)C(=O)C1CCOCC1,-1%
Nc1nc(/C(=C/CC(=O)O)C(=O)N[C@@H]2C(=O)N3C(C(=O)O)=CCS[C@H]23)cs1,2%
COc1ccc2cc(N3CCCC3=O)ccc2c1,?
CSCCC(NS(=O)(=O)c1cccc(C(F)(F)F)c1)C(=O)N1CCN(C(=O)c2ccco2)CC1 (configuration not stated),9%
CCCCN(C=O)c1c(CC)nc2c(OCc3cccc(Cl)c3)cccn12,?
CC1(C(=O)NCCc2ccccc2)Cc2c(-c3ccc(C(N)=O)cc3)ccnc2O1 (configuration not stated),?
COC(=O)c1ccc(N2CCOCC2)c(NC(=O)c2cc3ccccc3o2)c1,-1%
Nn1c(SCC(=O)N2CCCC2)nnc1C1CCCCC1,-1%
COC(=O)c1cccc(CN2C(=O)C(C)Sc3ccc(C(C)=O)cc32)c1 (configuration not stated),?
CCCNC(=O)C1(C)CCN(C(=O)c2cc(F)ccc2C)C1 (configuration not stated),-13%

Other entries:
Molecule,DT40 TDP1 no CPT
C=CCN1[C@H](COCc2ccccc2)C=CS1(=O)=O,-1%
COc1ccc(-n2ncc(C(=O)N3CCN(c4ncccn4)CC3)c2C2CCN(C(=O)OC(C)(C)C)CC2)cc1,-13%
Cc1ccc(C(NC(=O)C2CCN(Cc3ccc(Cl)c(Cl)c3)CC2)c2ccccn2)cc1 (configuration not stated),1.3µM*
O[C@@H]1C[C@H](c2ccc(Cl)cc2)N(CC2CCCCC2)C[C@H]1n1cc(C2CC2)nn1,?
O=C1CCCc2cc3c(cc21)CCCC3,-24%
C[C@H]1CN([C@@H](C)CO)S(=O)(=O)c2ccc(C#CC3(O)CCCC3)cc2O[C@@H]1CN(C)C(=O)Cc1cccnc1,-19%
O=c1[nH]c2cc3ccccc3cc2nc1-c1nnnn1C1CCCC1,3.7µM*
COc1ccccc1C(CNC(=O)c1cccc(S(=O)(=O)N2c3ccccc3CC2C)c1)N(C)C (configuration not stated),15µM*
OCCOCCn1c(C(CO)Nc2nc(-c3ccc(Cl)cc3)cs2)nc2ccccc21 (configuration not stated),18µM*
